Screening data as filed in PubChem.
IDE cell inh: cellular human IDE inhibition | AID 434962 | HEK cells, FAbetaB cleavage, fluorescence polarization | 0.41% of 320,000 active | P14735 | inhibition, % at 5.59 µM;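 active = percent inhibition above the average of all tested compounds plus 3 SD, set per screening campaign, cut at about 16% in these data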;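 note: IDE supplied by intact live HEK cells; FP after avidin binding of uncleaved biotin substrate so inhibition keeps polarization high; 0% = DMSO wells and 100% = 60 µM reference IDE inhibitor Ii1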
p-CIP stab down: compounds decreasing mouse p/CIP protein stability; Q05BA5; F442A p/CIP-EGFP cells, EGFP fluorescence, 16 h; decrease of EGFP signal, % at 10 µM; 0.01% of 290,000 active; AID 1984;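 active = EGFP signal decrease of at least 30% at 10 µM or well 3 SD below plate mean, unless failing retest; inactive = the rest, including hits failing retest or dose response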; note: some compounds called inactive have numbers as strong as hits; many of its hits are not listed in these tables
MEKK3 PB1 HTS: modulators (inhibitors or enhancers) of MEK5 binding to human MEKK3 PB1 domain; 1.4% of 290,000 active; binding response (% of control), % at 10 µM; Q99759; bead-based flow cytometry, Alexa488-MEK5 binding to MEKK3; actives lie on both sides; 0 = blocked by unlabeled MEK5, 100 = vehicle; AID 1529;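 active = binding response more than 3 SD above or below the average of its plate-row segment, actives on both sides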;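 note: Alexa488 bead fluorescence after subtracting the streptavidin-only scavenger bead signal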
CRFBP-R2 block: CRF-BP/CRF-R2 complex antagonism | HEK293 CRF-R2/CRF-BP, CRF-induced calcium fluorescence | inhibition, % at 11.8 µM | 0.59% of 350,000 active;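 active = inhibition of the ligand-induced calcium signal above about 50% at the single tested concentration, limit read from the data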
IDE cell activ: IDE (human) activation, cell-based; activation, % at 5.96 µM; HEK cells, FAbeta-B cleavage, fluorescence polarization; 0% vehicle, 100% cell-free pure enzyme wells; AID 493087; P14735; 0.073% of 340,000 active;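 active = activation above the mean of all tested compounds plus 3 SD, set per screening campaign, cut at about 17% in these data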
CRFR2-BP ag: CRF-BP/CRF-R2 complex agonism | HEK293 CRF-R2/CRF-BP, calcium dye fluorescence (FLIPR); percent of saturating CRF peptide response | activation, % at 13.2 µM | 0.46% of 350,000 active;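 active = activation of at least 50%, plus an integration ratio under a set limit after plate pattern correction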;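 note: plate controls were neutral control wells without compound for no effect and CRF at EC100 for full effect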
CHRM4 PAM: positive allosteric modulators of human muscarinic M4 receptor; P08173; CHO-K1 hM4/Gqi5, Fluo-8 calcium fluorescence, ACh EC20; 0% = ACh EC20, 100% = maximal ACh; activation, % at 3 µM; 0.4% of 360,000 active; AID 624126;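 active = activation above its plate's cutoff, the mean activation of sample wells plus 3 SD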; note: some results filed as inactive read as strong as hits
Target sequence (P08173 whole entry, looked up): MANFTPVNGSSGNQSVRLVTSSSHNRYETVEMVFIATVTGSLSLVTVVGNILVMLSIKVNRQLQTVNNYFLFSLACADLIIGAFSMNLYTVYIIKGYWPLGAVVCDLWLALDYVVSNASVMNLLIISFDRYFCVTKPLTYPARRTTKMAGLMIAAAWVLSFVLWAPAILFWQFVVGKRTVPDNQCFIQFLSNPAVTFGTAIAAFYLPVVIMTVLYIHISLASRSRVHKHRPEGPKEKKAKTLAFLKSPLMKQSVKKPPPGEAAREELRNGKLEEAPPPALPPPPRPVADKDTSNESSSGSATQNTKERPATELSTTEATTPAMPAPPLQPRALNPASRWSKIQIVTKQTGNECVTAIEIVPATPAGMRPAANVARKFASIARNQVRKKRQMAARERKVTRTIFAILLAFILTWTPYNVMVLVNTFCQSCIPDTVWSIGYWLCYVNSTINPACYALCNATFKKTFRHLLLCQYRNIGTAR
GalR3 antagonist: human GalR3 antagonism. O60755. 0.44% of 360,000 active. HEK293 GalR3-CNG cAMP membrane potential fluorescence; galR3 body fused to GalR1 C-terminus. inhibition, % at 3 µM;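 active = inhibition above the screen-wide average plus 3 SD, cut at about 13% in these data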;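 note: forskolin and galanin both at EC90 stimulate the cells; cAMP rise reported by CNG channel membrane potential dye signal; 0% = forskolin plus galanin with DMSO and 100% = forskolin alone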
Target sequence (O60755 1-299 limits assumed): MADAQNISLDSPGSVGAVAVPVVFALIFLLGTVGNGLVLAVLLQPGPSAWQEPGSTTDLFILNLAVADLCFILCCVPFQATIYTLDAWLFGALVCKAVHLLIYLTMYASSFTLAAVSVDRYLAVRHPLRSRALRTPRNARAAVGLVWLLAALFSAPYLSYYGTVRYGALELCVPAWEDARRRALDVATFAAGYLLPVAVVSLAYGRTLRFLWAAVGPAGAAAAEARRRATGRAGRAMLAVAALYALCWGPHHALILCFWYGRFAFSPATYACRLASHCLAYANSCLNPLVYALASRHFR
PHOSPHO1 inh: inhibitors of human PHOSPHO1 phosphatase | Q8TCT1 | recombinant PHOSPHO1, absorbance phosphatase assay | inhibition, % at 13.3 µM | 1.1% of 290,000 active; in the data active = inhibition above about 60%
Target sequence (Q8TCT1 whole entry, looked up): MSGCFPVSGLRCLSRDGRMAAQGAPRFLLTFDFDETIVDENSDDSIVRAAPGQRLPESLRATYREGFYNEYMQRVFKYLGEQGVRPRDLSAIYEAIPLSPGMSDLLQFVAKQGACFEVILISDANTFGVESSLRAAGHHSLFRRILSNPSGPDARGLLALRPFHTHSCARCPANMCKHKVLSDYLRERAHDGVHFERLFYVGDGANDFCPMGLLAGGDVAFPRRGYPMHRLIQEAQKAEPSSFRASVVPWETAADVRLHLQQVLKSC
* marks the source's active call; other numbers are inactive results; . = no result given; & = joins results of further samples. This is a random part of the collection (roughly 4.2% active in at least one column).

SMILES | IDE cell inh | p-CIP stab down | MEKK3 PB1 HTS | CRFBP-R2 block | IDE cell activ | CRFR2-BP ag | CHRM4 PAM | GalR3 antagonist | PHOSPHO1 inh
C1=CC2CC1CC2CN1CCN(c2ccccc2)CC1 (stereo unspecified) | -1 | 2 | 103 | 7 | 5 | -0.4 | -16 | . | -4
Cn1c(CCN2CCN(c3ccccn3)CC2)nc2cc(NC(=O)COc3ccc([N+](=O)[O-])cc3)ccc21 | 1 | 6 | 104 | -9 | 10 | -0.5 | 1 | -1 | 18
CCCCC(=O)Nc1ccc(C(=O)Nc2cc(C(F)(F)F)ccc2Cl)cc1 | 7 | -12 | 91 | 7 | -13 | -0.5 | -3 | 2 | 1
Cc1ccc(NC(=O)CSCC(=O)Nc2ccc(S(=O)(=O)N3CCCC3)cc2)cc1 | 4 | . | . | -4 | -1 | 0.7 | 2 | -4 | .
COc1ccc2cc(C(=O)NCC(=O)O)sc(=O)c2c1OC | . | -5 | . | 5 | 1 | -0.9 | 12 | -4 | 20
Cc1[nH]c2ccc(-c3nnc(SCC(=O)NCc4ccco4)n3Cc3ccccc3)cc2c1C | 8 | -2 | 99 | 45 | 8 | -1.7 | 7 | 5 | -47
CSc1ccc(S(=O)(=O)Nc2ccc3c(c2)OCCO3)cc1 | -4 | -5 | 103 | -6 | 7 | -4.1 | -7 | -4 | -3
COc1ccc(C(C)=O)cc1CC(=O)NCCCn1ccnc1 | 2 | -3 | 102 | -1 | 0 | -0.1 | -2 | -7 | 27
COc1ccc(Cn2c3ccc(OC)cc3c3nc4ccccc4nc32)cc1 | 1 | -16 | 103 | -1 | 3 | 21 | -1 | -3 | 4
O=C(COc1ncnc2ccc(Br)cc12)NCc1ccc2c(c1)OCO2 | -1 | -12 | 87 | 0 | 4 | -2.1 | -1 | -2 | -4
COC(=O)[C@@H](NC(=O)c1ccc(OC2CCN(Cc3ccccn3)CC2)cc1)C(C)C | 8 | -12 | 95 | -6 | 1 | -0.4 | 2 | -3 | 60*
COc1ccccc1CN1CCNC(=O)C1CC(=O)NCCC1=CCCCC1 (stereo unspecified) | 3 | 9 | 104 | -1 | 3 | 2.9 | -12 | -4 | 48
O=C(O)CCCC(=O)Nc1ccccc1-n1ccnc1 | 4 | -1 | 107 | 10 | 7 | 0.6 | 9 | -1 | 6
COc1cccc(C2CC(=O)Nc3n[nH]c(-c4ccccc4)c32)c1OC (stereo unspecified) | 0 | -13 | 112 | -3 | -1 | -3.5 | 2 | -1 | 33
COC(=O)c1ccc(NC(=O)COc2coc(CN3CCc4ccccc43)cc2=O)cc1 | 3 | . | . | 13 | 4 | -0.1 | 11 | -5 | .
Cc1cccc(NS(=O)(=O)c2ccc3c(c2)CCC(=O)N3)c1 | 0 | 6 | 100 | 10 | 0 | -1.3 | -5&-7 | -5&-9 | 24
CN(Cc1c(F)cccc1Cl)C(=O)c1ccc2ccccc2n1 | -1 | -2 | 101 | -9 | -2 | 0.0 | 1 | -8 | 7
Cc1cccnc1NC(=O)C1CCCN1S(=O)(=O)c1ccc(Cl)cc1 (stereo unspecified) | 0 | -12 | 103 | -1 | 5 | -0.1 | -3 | 2 | 22
O=C(CSc1ccc(Cl)cc1)N1CCC(c2nc3ccccc3s2)CC1 | -4 | -14 | 102 | 9 | 4 | 2.9 | -9 | -4 | 24
COC(=O)c1cc(S(=O)(=O)NCC(C)c2ccccc2)cn1C (stereo unspecified) | -1 | -2 | 95 | -6 | 3 | -0.6 | 5 | 4 | 24

The final 6 records of the part before come first, to join the parts:
SMILES | IDE cell inh | p-CIP stab down | MEKK3 PB1 HTS | CRFBP-R2 block | IDE cell activ | CRFR2-BP ag | CHRM4 PAM | GalR3 antagonist | PHOSPHO1 inh
COC(=O)c1ccc(NC(=O)COc2coc(CN3CCc4ccccc43)cc2=O)cc1 | 3 | . | . | 13 | 4 | -0.1 | 11 | -5 | .
Cc1cccc(NS(=O)(=O)c2ccc3c(c2)CCC(=O)N3)c1 | 0 | 6 | 100 | 10 | 0 | -1.3 | -5&-7 | -5&-9 | 24
CN(Cc1c(F)cccc1Cl)C(=O)c1ccc2ccccc2n1 | -1 | -2 | 101 | -9 | -2 | 0.0 | 1 | -8 | 7
Cc1cccnc1NC(=O)C1CCCN1S(=O)(=O)c1ccc(Cl)cc1 (stereo unspecified) | 0 | -12 | 103 | -1 | 5 | -0.1 | -3 | 2 | 22
O=C(CSc1ccc(Cl)cc1)N1CCC(c2nc3ccccc3s2)CC1 | -4 | -14 | 102 | 9 | 4 | 2.9 | -9 | -4 | 24
COC(=O)c1cc(S(=O)(=O)NCC(C)c2ccccc2)cn1C (stereo unspecified) | -1 | -2 | 95 | -6 | 3 | -0.6 | 5 | 4 | 24
O=C(CN(C(=O)CCC(=O)Nc1ccccn1)c1ccccc1F)NCc1ccc2c(c1)OCO2 | 3 | 11 | 100 | -9 | 5 | 0.4 | -5 | 0 | -22
CCOc1cc(Br)c(/C=C2/C(=O)N(C)C(=S)N2CC(=O)OC)cc1OC | 0 | -8 | 100 | 13 | 0 | -1.1 | 0 | -6 | -8
Cc1c([N+](=O)[O-])c2ccc(O)cc2n1-c1ccccc1 | 3 | -2 | 98 | 4 | -1 | -0.2 | -6 | -5 | 27
O=S(=O)(N/N=C\C=C\c1ccccc1)c1ccc(Br)cc1 | 1 | -10 | 107 | 5 | -5 | -5.3 | -1 | 3 | -16
Cc1ccc(N=C2NC(=O)C(CO)(CO)S2)cc1 | 6 | -3 | 103 | 5 | 6 | -0.4 | -2 | -5 | 41
CCNC(=S)NN=C1CCC(C(C)(C)C)CC1 (stereo unspecified) | 0 | -5 | . | -3 | 7 | 1.2 | 20 | -7 | 52
Cc1ccc(C(=O)OCC(=O)Nc2ccc3c(c2)OCO3)o1 | 4 | 3 | 104 | -17 | -3 | 0.0 | 9 | -6 | 4
CC(SCC(=O)Nc1ccc(S(=O)(=O)N2CCCCC2)cc1)C(=O)O (stereo unspecified) | 4 | -18 | 101 | 41 | -13 | -0.6 | 2 | 2 | 12
COc1ccc(NC(=O)N(C)C[C@@H]2OCc3cn(nn3)CCCC(=O)N([C@H](C)CO)C[C@H]2C)cc1 | . | . | . | 12 | . | 0.6 | 4 | -5 | .
Cc1c(Cl)cnc(NC(=O)COC(=O)C2CC3CCCC(C2)C3=O)c1Cl (stereo unspecified) | -2 | . | . | 9 | 14 | -1.2 | 3 | -3 | .
Cc1ccccc1Cc1c(C)nc2c(C(=O)NCc3ccc4c(c3)OCO4)cnn2c1C | -4 | -4 | 94 | 41 | 6 | 3.2 | -6 | 3 | 18
C/C(=N\NC(=O)c1cccs1)c1cccnc1 | 4 | -2 | 108 | 22 | 7 | 0.1 | -3 | -2 | -10
CN(C)c1ccc(NC(=O)c2ccc(N3CCOCC3)nc2)cc1 | -1 | -2 | 98 | 2 | -2 | 2.7 | 9 | -4 | 19
CCN1CCc2nc3ccccc3c(C(=O)Nc3ccc(F)cc3)c2C1 | 3 | 0 | 103 | 3 | 0 | 1.4 | -18 | -7 | -19
O=C(c1ccc2nccnc2c1)N1CCN(Cc2ccc3c(c2)OCO3)CC1 | 0 | -17 | 99 | 19 | 0 | -0.5 | 7 | 3 | -3
COc1ccc(C(=O)Nc2ccccc2N2CCOCC2)cc1[N+](=O)[O-] | 9 | 1 | 101 | 14 | 6 | -1.9 | 3 | 4 | 28
CCO[C@@H]1OC(C(=O)O)=C[C@H](c2ccc3c(c2)OCO3)[C@H]1CCCO | 6 | -3 | 97 | 8 | 3 | -1.3 | 0 | 0 | -8
CC1CCCC(NC(=O)CNC(=S)N(Cc2ccccc2)Cc2cccs2)C1C (stereo unspecified) | 4 | -5 | 98 | -25 | 1 | 0.2 | -7 | -3 | -13
Cc1ccc(NC(=O)COC(=O)CCc2c[nH]c(=O)[nH]2)cc1 | -1 | 0 | 99 | -2 | 0 | -1.2 | 16 | -2 | 21
COc1ccccc1CNS(=O)(=O)c1c(C)[nH]c(C)c1C(=O)N1CCCC1 | -2 | -5 | 104 | -4 | 7 | -1.6 | 4 | 2 | 22
CC(C)(C)c1ccc(C(=O)CCC(=O)NCc2ccccc2)cc1 | -5 | . | . | 5 | 4 | 0.8 | 4 | -4 | .
O=C(Nc1ccccc1Cl)C1CC(=O)n2c(nc3ccccc32)N1 (stereo unspecified) | 2 | -3 | 102 | . | . | . | . | -3 | -23
N/C(=N\OC(=O)CC1CCCCC1)c1cccnc1 | 5 | -6 | 88 | -15 | 3 | -1.1 | -1 | -4 | 19
Cc1cc(C(=O)NNC(=O)c2cccc(Cl)c2)no1 | 3 | -10 | 91 | 15 | . | -1.4 | 1 | -5 | 36
C/C(=N\NC(=O)c1cccnc1)c1c(O)cc(C)oc1=O | 0 | -6 | 106 | 2 | 3 | -0.3 | 10 | 6 | -13
Cc1ccc(C2(C)NC(=O)N(CC(=O)NCCC3=CCCCC3)C2=O)cc1 (stereo unspecified) | 2 | 3 | 102 | 0 | 5 | 0.7 | 1 | -1 | 16
COc1ccc(CNc2ncnc3cc(Cl)ccc23)cc1 | 14 | -6 | 104 | -10 | -10 | 6.2 | -12 | -7 | 37
CCCN(CCC)c1ccc(CC(=O)NC(C)Cc2ccccc2)cc1 (stereo unspecified) | 9 | 4 | 104 | -2 | 3 | -0.5 | 11 | -3 | -9
CCC1=C/C(=C\c2ccc3c(c2)OCO3)C(=O)S1 | 0 | -18 | 103 | . | . | . | . | . | 19
CCCCn1c(N)c(N(CCC(C)C)C(=O)c2ccc(-c3ccc([N+](=O)[O-])cc3)o2)c(=O)[nH]c1=O | 3 | . | . | 8 | 3 | 0.0 | 7 | -7 | .
Cc1nn(CC(=O)NCCCc2ccccc2)c(=O)c2cc3occc3n12 | 4 | 7 | 103 | 5 | -4 | 0.0 | 15 | 1 | 6
Cc1ccccc1-n1c(SCC(=O)N/N=C/C=C/c2ccccc2[N+](=O)[O-])nc2ccccc2c1=O | 12 | -10 | 134* | -2 | 3 | 4.8 | 3 | -5 | -15
CCC1CCCCN1CCCNC(=O)c1cn(C)c2ccc(S(=O)(=O)N3CCOCC3)cc2c1=O (stereo unspecified) | 6 | -4 | 106 | 10 | -1 | 0.1 | -2 | -7 | 23
Cc1cccc(N2CC(C(=O)Nc3ccc(S(=O)(=O)N4CCOCC4)cc3)CC2=O)c1C (stereo unspecified) | 3 | -2 | 104 | -8 | -3 | 0.3 | 3 | -6 | 46
O=C1CCCc2ccccc2N1Cc1ccc(F)cc1 | 8 | -9 | 103 | 27 | 0 | -4.2 | 0 | -5 | 21
O=C(CN1C(=O)CCS(=O)(=O)c2ccccc21)NCc1ccc(F)cc1 | 6 | -60 | 98 | -5 | -1 | 1.4 | -4 | 0 | -3
CCCc1ccc(OCC(O)CN2CCN(c3ccccc3)CC2)cc1 (stereo unspecified) | 5 | -1 | 100 | 1&-36 | 4&7 | -1.0&-1.2 | -4&3 | -6&-5 | 12
Cc1cccn2cc(CCNS(=O)(=O)c3cccs3)nc12 | 0 | -6 | 115 | 5 | 8 | 0.9 | 4 | -2 | 27
COc1ccc(S(=O)(=O)N2CCOCC2)cc1NC(=O)CSc1nnc(C2CC2)n1C | -2 | . | . | 9 | 2 | -0.1 | 6 | -5 | .
Cc1nc2ncnn2c(N2CCCC(C(=O)Nc3ccccc3Br)C2)c1C (stereo unspecified) | -2 | 3 | 101 | 8 | 0 | -0.5 | 18 | -5 | -12
